# Bioassay records as filed in PubChem.
# PLC-gamma1 inh = PLC-gamma1 enzyme inhibitors, primary screen, biochemical, fluorescence, purified enzyme | 1-phosphatidylinositol 4,5-bisphosphate phosphodiesterase gamma-1 (Homo sapiens), P19174 | 0.84% of 370,000 active | inhibition, % at 12.2 µM | AID 720700, 2013 | fluorogenic substrate; in the data active = inhibition above about 9.5%
# ADAM10 inh = human ADAM10 inhibitors, primary screen, biochemical, QFRET, HTS; inhibition, % at 7 µM; recombinant ADAM10, EDANS/DABCYL FRET peptide cleavage, 3 h; AID 720582, 2013; 0.62% of 370,000 active; Disintegrin and metalloproteinase domain-containing protein 10 (Homo sapiens), O14672;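 active = inhibition above a per-campaign cutoff equal to the mean of compounds falling between control-based bounds plus 3 SD, cut at about 20% in these data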;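 also: 0% = DMSO wells while the 100% control is not disclosed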
# ARFGAP1 inhibitor = inhibitors of rat ARFGAP1 GAP activity, primary screen, biochemical, fluorescence polarization, GDP tracer; ADP-ribosylation factor GTPase-activating protein 1 (Rattus norvegicus), Q62848; Arfgap1-stimulated ARF1 GTP hydrolysis, GDP FP detection; inhibition, % at 16.5 µM; 0.26% of 360,000 active; AID 651572, 2012;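 active = inhibition above a per-plate limit, mean inhibition of low control wells plus 3 SD, cut at about 25% in these data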;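 also: 0% = DMSO wells with enzyme and 100% = wells lacking Arfgap1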
#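 Replicates: Single well per compound | Assay system: Truncated rat Arfgap1 GAP domain | Control set: No-Arfgap1 wells (100%) versus DMSO full-reaction wells (0%) | Times: Enzyme reaction 120 min at 25 °C after 20 min preincubation | Reagent: Human ARF1(Δ1-17)-GTP substrate | Measured by: Tracer-displacement fluorescence polarization with EDTA stop, 620/688 nm | Measure: Percent inhibition of Arfgap1-stimulated GTP hydrolysis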
# TDP2 inh = human TDP2 enzyme inhibitors, primary screen, biochemical, epi absorbance, recombinant enzyme; Tyrosyl-DNA phosphodiesterase 2 (Homo sapiens), O95551; T5PNP hydrolysis, p-nitrophenol absorbance 415 nm; inhibition, % at 12.8 µM; 0.34% of 370,000 active; AID 720702, 2013;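 active = inhibition above the mean of all tested compounds plus 3 SD, set per campaign, cut at about 25% in these data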;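 also: 0% = DMSO with enzyme and 100% = buffer with substrate but no TDP2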
#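 Test system: human TDP2 enzyme; Input: 120 nM TDP2 per well; Buffer or medium: Mg2+-containing Tris-HCl buffer, pH 7.5; Reagent: 5 mM T5PNP; Dosing: 12.8 µM single point, 1% DMSO; Incubation: reaction 2 h, 37 °C; Detection: p-Nitrophenol epi absorbance; Read-out: % inhibition relative to enzyme-containing and enzyme-free wells; Replicates: single well per compound.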
# ASAP1 inh = inhibitors of human ASAP1 ArfGAP activity, primary screen, biochemical, fluorescence polarization; ASAP1-stimulated ARF1 GTP hydrolysis, GDP FP detection; inhibition, % at 16.5 µM; AID 624377, 2012; 0.19% of 360,000 active; Arf-GAP with SH3 domain, ANK repeat and PH domain-containing protein 1 (Homo sapiens), …; in the data active = inhibition above about 25%;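 also: 0% = vehicle with enzyme and substrate and 100% = no enzyme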
# SIAE inh = human SIAE inhibitors, primary screen, biochemical, fluorescence polarization, FP-Rh probe, 1536-well HTS; SIAE FP-Rh probe binding; AID 1053197, 2014; inhibition, % at 9.66 µM; Sialate O-acetylesterase (Homo sapiens), Q9HAT2; 0.69% of 370,000 active;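 active = inhibition above a cutoff: mean of compounds within the control limits plus 3 SD of those, cut at about 17% in these data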;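 also: 0% = plate median of compound wells and 100% = probe without SIAE protein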
# PLC-beta3 inh = human PLC-beta3 inhibitors, primary screen, biochemical, fluorescence. 0.18% of 370,000 active. Purified PLC-beta3, fluorogenic substrate. inhibition, % at 12.2 µM. AID 720704, 2013. 1-phosphatidylinositol 4,5-bisphosphate phosphodiesterase beta-3 (Homo sapiens), Q01970; in the data active = inhibition above about 11%;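 also: 0% = median of compound wells on plate and 100% = full blocker control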
# Tn6 DDE FP = inhibitors of Tn6 peptide binding to fibrin DD(E), primary screen, biochemical, fluorescence polarization, human fibrin, Tn6 probe; Fibrinogen beta chain (Homo sapiens), P02675; Fibrin DD(E) TRITC-Tn6 fluorescence polarization displacement; inhibition, % at 8.3 µM; 0.21% of 370,000 active; AID 720509, 2013;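 active = inhibition above a per-campaign cutoff: mean of compounds within control limits plus 3 SD, cut at about 15% in these data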;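 also: 0% = median of all compound wells on the plate and 100% = blocking peptide control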
# Tn7 DDE FP = inhibitors of Tn7 peptide binding to fibrin DD(E), primary screen, biochemical, fluorescence polarization, human fibrin, Tn7 probe | inhibition, % at 8.3 µM | Fibrinogen beta chain (Homo sapiens), P02675 | 0.13% of 370,000 active | FP displacement of FITC-Tn7 peptide from fibrin DD(E); 0% = median of compound wells per plate | AID 720508, 2013;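 active = inhibition above the mean of compounds falling within the control limits plus 3 SD of them, cut at about 14% in these data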;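 also: 0% = plate median of compound wells and 100% = 10 µM Aha-Tn7 peptide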
#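 Test system: human clot-derived fibrin DD(E) complex / Quantity: 2 µM final DD(E) protein / Incubation: 10 min plus 3 h, room temperature / Measured by: fluorescence polarization / Benchmarks: high control of 10 µM Aha-Tn7 peptide / Replicates: singlicate testing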
# ADAM17 inh = ADAM17 inhibitors, primary screen, biochemical, QFRET | Disintegrin and metalloproteinase domain-containing protein 17 (Homo sapiens), P78536 | recombinant ADAM17, EDANS/DABCYL FRET peptide cleavage | inhibition, % at 6.95 µM | 0.83% of 370,000 active;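 active = inhibition above the mean of compounds lying between control limits plus 3 SD, set per campaign, cut at about 8.5% in these data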;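 also: 0% = DMSO-only wells as the low control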
# * hit, by the source's call; i = inactive.
no.	SMILES	PLC-gamma1 inh	ADAM10 inh	ARFGAP1 inhibitor	TDP2 inh	ASAP1 inh	SIAE inh	PLC-beta3 inh	Tn6 DDE FP	Tn7 DDE FP	ADAM17 inh
1	CCN(CC)C(=O)Cn1cc(SCC(=O)NCc2ccco2)c2ccccc21	-2	-7	-1	-5	2	1	-7	-1	-2	-3
2	CC(C)N(CCc1ccncc1)C(=O)Nc1ccc(F)cc1	1	-4	-4	0	1	3	0	3	0	0
3	O=C(c1ccc(NC2=NC3CS(=O)(=O)CC3S2)cc1)N1CCN(Cc2ccccc2)CC1 (configuration not stated)	9.8*	0	-3	-7	-10	2	-1	3	2	0
4	COc1ccc(OCC(=O)N/N=C(\C)CC(=O)Nc2cccc([N+](=O)[O-])c2)cc1	-1	2	-2	8	-5	2	-3	-2	8	-3
5	Cc1cc(N2CCCC2=O)ccc1S(=O)(=O)NCCOc1ccccc1	5	7	-13	2	4	-2	3	11	6	2
6	Cn1nnnc1-c1cc(Br)ccc1NC(=O)c1ccccc1	4	-1	6	1	2	-7	2	1	0	1
7	COc1cc(N/N=C/c2ccc(N(C)C)cc2)ncn1	-77	-438	4	-5	-2	0	-104	-2	-7	-107
8	CCN(CC)CCCNC(=O)c1sc2nc(-c3ccc(F)cc3)cn2c1C	-2	-2	-3	-3	-7	0	2	4	-5	-2
9	COc1ccccc1CC(=O)Nc1c[nH]c(=O)[nH]c1=O	6	2	7	-3	4	-2	2	-1	-4	1
10	CN(C)C(=S)N=c1ssc(=S)n1Cc1ccccc1	1	-10	-10	-9	0	1	2	0	-9	-3
11	O=C1c2cc(F)ccc2-n2c1nc1ccccc1c2=O	-4	-4	13	0	3	0	-10	-2	-1	-6
12	CCC(C(=O)Nc1ccc(C(=O)N2CCCC2)cc1)c1ccccc1 (configuration not stated)	1	-1	5	0	-8	1	-7	-3	4	-7
13	Cc1nn2c(nc1=O)SCC(c1ccccc1)=N2	-21	-3	-8	-2	2	10	-27	1	-4	0
14	CCCCCc1ccc(C(=O)CCC(=O)OCC(=O)N(CC)c2c(N)n(Cc3ccccc3)c(=O)[nH]c2=O)cc1	3	9	7	2	-5	-15	0	7	-2	-1
15	O=C1c2ccccc2C(=O)N1CCCCCc1nc(-c2ccccc2)no1	-1	-2	2	3	-14	-4	-1	4	-1	-5
16	COC(=O)CNC(c1ccccc1)c1cc(C)ccc1NC(=O)CNC(=O)OCc1ccccc1 (configuration not stated)	-5	-4	9	-8	9	5	-3	-2	3	2
17	CC(=O)OCC1=C(C(=O)O)N2C(=O)C(NC(=O)c3ccc(COc4ccc(Cl)cc4)o3)C2SC1 (configuration not stated)	-2	-2	8	1	4	-8	-7	-3	-6	-4
18	CC(=O)Nc1ccc(S(=O)(=O)N(C)CC(=O)OCC(=O)N(CC(C)C)C2CCS(=O)(=O)C2)cc1 (configuration not stated)	-1	0	10	-3	12	-1	2	-7	-5	-2
19	CC(c1ccccc1)N1CCN(C(=O)CCl)CC1 (configuration not stated)	1	2	-12	2	5	12	2	-2	1	-2
20	Cc1cccc(-c2noc(-c3ccccc3C(=O)NCC3CCCO3)n2)c1 (configuration not stated)	1	2	-6	9	-12	7	1	0	4	1
21	Cc1ccc(-c2csc(N3CCC[C@@H]3C(=O)NCCn3c(C(F)(F)F)nc4ccccc43)n2)cc1	3	15	-6	-1	4	6	-3	0	0	-1
22	COCCn1c(=NC(=O)/C=C/c2ccccc2)sc2cc(NC(C)=O)ccc21	-102	-12	-7	1	14	-32	-118	0	7	-1
23	Cc1ccc2c(c1)c1nc3ccccc3nc1n2CCN1CCOCC1	-37	-3	9	-8	1	-7	-42	3	-1	-2
24	COc1ccc(CCNC(=O)C(=O)NCC2OCCN2S(=O)(=O)c2cc(F)ccc2F)cc1OC (configuration not stated)	1	-15	-4	2	-7	-3	-2	-1	3	-1
25	COc1cc(/C=N/Nc2ccc(Cl)c(C(=O)O)c2)ccc1OC(=O)c1ccccc1F	-5	-1	-3	7	-10	9	-14	1	-1	-2
26	O=C(NC1CC2CCCC(C1)N2C(=O)NC1CCCCC1)c1ccccc1 (configuration not stated)	-2	2	5	3	6	1	-1	2	9	-6
27	CC(=O)N(C)C1=C(O)c2ccccc2C(=O)C1=O	-3	-9	6	5	-2	12	0	8	4	-5
28	Cc1cccc(C)c1Nc1n[nH]c(=S)s1	-3	-6	-1	-5	-11	11	-1	-1	-3	-1
29	Cc1cc(-c2ccccc2)c2nncn2n1	-16	-82	-2	7	-7	-3	-20	10	-2	-27
30	CCOc1nc2c(c(-c3cccs3)c1C#N)Cc1ccccc1-2	-1	-10	-8	6	0	0	-1	-3	1	-10

# Five records picked at random from the list so far:
no.	SMILES	PLC-gamma1 inh	ADAM10 inh	ARFGAP1 inhibitor	TDP2 inh	ASAP1 inh	SIAE inh	PLC-beta3 inh	Tn6 DDE FP	Tn7 DDE FP	ADAM17 inh
29	Cc1cc(-c2ccccc2)c2nncn2n1	-16	-82	-2	7	-7	-3	-20	10	-2	-27
19	CC(c1ccccc1)N1CCN(C(=O)CCl)CC1 (configuration not stated)	1	2	-12	2	5	12	2	-2	1	-2
30	CCOc1nc2c(c(-c3cccs3)c1C#N)Cc1ccccc1-2	-1	-10	-8	6	0	0	-1	-3	1	-10
27	CC(=O)N(C)C1=C(O)c2ccccc2C(=O)C1=O	-3	-9	6	5	-2	12	0	8	4	-5
17	CC(=O)OCC1=C(C(=O)O)N2C(=O)C(NC(=O)c3ccc(COc4ccc(Cl)cc4)o3)C2SC1 (configuration not stated)	-2	-2	8	1	4	-8	-7	-3	-6	-4

# The listing continues.
no.	SMILES	PLC-gamma1 inh	ADAM10 inh	ARFGAP1 inhibitor	TDP2 inh	ASAP1 inh	SIAE inh	PLC-beta3 inh	Tn6 DDE FP	Tn7 DDE FP	ADAM17 inh
31	O=C(CNC(=O)c1cc(S(=O)(=O)N2CCOCC2)ccc1N1CCCC1)Nc1ccc(F)c(F)c1	-1	-6	12	-7	0	-1	-7	-3	5	3
32	Cc1nnc(C)n1/N=C/c1cccn1C	9	9	12	-3	-2	3	3	4	-3	1
33	C=C(C)CCOC(=O)C(CC(=O)O)NCc1ccco1 (configuration not stated)	7	1	-3	15	-1	-1	-4	8	-9	-2
34	CCCNC(=O)Cn1cnc2sc(C(=O)NCCN(CC)CC)c(C)c2c1=O	3	-5	4	5	-3	11	2	4	-5	-2
35	COc1ccc2c(c1)C(=O)CC(O)(C(F)F)O2 (configuration not stated)	-402	i	4	8	-8	-5	-440	0	4	-223
36	O=C1O[C@H]([C@@H](O)CO)C(O)=C1O	0	-6	5	2	9	3	0	-1	-2	-6
37	O=C(c1ccc(Cl)c(Cl)c1)c1cnc(Nc2ccccc2)s1	-1	-1	-4	-3	0	3	1	-3	-3	1
38	Cc1ccc(C)c(NC(=O)CCc2ccc(C)o2)c1	-2	5	0	-4	0	-2	-5	2	10	-2
39	COc1ccccc1C(=O)n1nc(C)cc1C	2	1	-3	0	0	5	2	-1	-9	-1
40	CN(C(=O)c1cc2n(n1)C(C(F)(F)F)CC(c1ccco1)N2)c1ccccc1 (configuration not stated)	-5	-2	7	-7	-8	-2	-4	-10	5	1
41	COc1ccc2[nH]c(O)c(N=NC(=O)Cc3cccs3)c2c1	2	-4	4	5	6	18*	-7	2	-8	0
42	CC(=O)Nc1ccc(Sc2ccc([N+](=O)[O-])o2)cc1	10*	4	1	-6	31*	-6	4	-7	-5	2
43	CCCOc1ccc(CN(C)c2ncnc(N)n2)cc1	2	9	-20	-7	-4	0	-5	-5	0	3
44	Cn1c(SCC(=O)NC2CCCCC2)nnc1-c1ccccc1F	2	3	12	-7	16	2	-3	-1	-6	-1
45	O=C(NCC(O)COc1ccc([N+](=O)[O-])cc1)Nc1ccccc1 (configuration not stated)	3	0	8	-13	-2	6	0	-1	0	0
46	O=C(NCCc1ccccc1F)c1cccc2cccnc12	-29	-14	13	-8	-3	3	-49	-5	-3	-4
47	Cc1ccc2nc(NC(=O)COC(=O)c3ccco3)sc2c1	-3	7	1	-2	2	-7	-4	7	4	0
48	COC(=O)C1=C(C)OC(N)=C(C#N)C1c1ccsc1 (configuration not stated)	1	-5	-4	2	-3	-4	2	-3	-2	-4
49	COCCN(C(=O)CSc1nnc(-c2cccc(Cl)c2)n1N)c1c(N)n(CC(C)C)c(=O)[nH]c1=O	0	-4	-3	11	-1	-2	1	8	1	-3
50	O=C(Nc1ccc(S(=O)(=O)N2CCCCC2)cc1)c1ccc(Cl)nc1	-3	-4	-5	1	-14	2	-8	5	-2	-7
51	Cc1ccc(C(=O)O)cc1NC(=S)NCCc1ccccc1	4	-5	-2	17	3	3	-4	1	0	-4

# An excerpt of these results, with one line to a screen.
[51] Cc1ccc(C(=O)O)cc1NC(=S)NCCc1ccccc1
[2] CC(C)N(CCc1ccncc1)C(=O)Nc1ccc(F)cc1
assay / compound | 51 | 2
PLC-gamma1 inh | 4 | 1
ADAM10 inh | -5 | -4
ARFGAP1 inhibitor | -2 | -4
TDP2 inh | 17 | 0
ASAP1 inh | 3 | 1
SIAE inh | 3 | 3
PLC-beta3 inh | -4 | 0
Tn6 DDE FP | 1 | 3
Tn7 DDE FP | 0 | 0
ADAM17 inh | -4 | 0

# As entered above:
# entry 47 | PLC-beta3 inh = -4
# entry 51 | PLC-gamma1 inh = 4
# entry 49 | ADAM10 inh = -4
# entry 50 | ADAM17 inh = -7
# entry 46 | ARFGAP1 inhibitor = 13
# entry 48 | Tn6 DDE FP = -3
